Assay outcomes (PubChem)
MOR-DOR inv ag – inverse agonists of MOR-DOR heterodimerization, primary screen, cell-based, luminescence; Mu-type opioid receptor (Homo sapiens) + Delta-type opioid receptor (Homo sapiens), …; cell-based MOR-DOR heterodimer luminescence, inverse agonism; inhibition, % at 9.3 µM; 340,000 tested, 0.21% active; AID 504357, 2011; in the data active = inhibition above about 22%, passing the limit was not always enough;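 note: 0% = cells with DMSO and 100% = wells without cells with DMSO; values of inactives mirror those of a sister screen read the other way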
Keap1-Nrf2 PPI – Keap1-Nrf2 protein-protein interaction inhibitors, primary screen, biochemical, fluorescence polarization, single point. inhibition, % at 9.4 µM. Keap1 Kelch-Nrf2 peptide fluorescence polarization, 1536-well. 340,000 tested, 0.15% active; in the data active = inhibition above about 12%;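 note: human Keap1 Kelch domain with fluorescein labeled Nrf2 9mer peptide probe; 0% = neutral control wells and 100% = peptide positive control; higher means more block of Keap1 binding to Nrf2 peptide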
Wnt bcat act – Wnt/beta-catenin pathway activators, primary screen, cell-based, plate reader, single point; 300,000 tested, 1.2% active; activation, % at 9.35 µM; Wnt/beta-catenin reporter cell assay, activator; AID 743398, 2014; in the data active = activation above about 30%, passing the limit was not always enough;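 note: 0% = neutral control wells and 100% = positive control wells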
LANA DNA inh – inhibitors of KSHV C-LANA binding to DNA, primary screen, biochemical, fluorescence polarization, FAM-LBS DNA, MBP-C-LANA, single point. Kaposi's sarcoma herpesvirus LANA C-terminal domain (residues 932-1162) DNA binding. inhibition, % at 9 µM. 340,000 tested, 0.078% active;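 active = highest replicate inhibition at or above 60% at 9 µM, even if other replicates fall short; inactive = all replicates below 60% inhibition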;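 note: 0% = neutral control wells and 100% = 4 µM acridine orange control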
Arr AP2 block – inhibitors of beta-arrestin/AP2 binding, primary screen, biochemical, GPCR trafficking, flow cytometry; beta-arrestin 1 C-terminal peptide binding to AP2 beta2-adaptin appendage (human); FITC-arrestin peptide / GST-AP2 beads; AP2 beta2 appendage carries R879A mutation; 340,000 tested, 0.31% active; inhibition, % at 10 µM;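 active = inhibition above a set limit, near 3 SD of compounds lacking own fluorescence, cut at about 54% in these data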;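 note: plate controls were DMSO wells for no effect and 5 µM unlabelled arrestin peptide for full effect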
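System: GST-tagged AP2 beta2-adaptin appendage (R879A) on 4 µm glutathione beads / Reagent: FITC-arrestin peptide, 50 nM / Detection: HyperCyt-sampled flow cytometry, FL1 channel, ex 488/em 535 nm / Timing: 12 min plus 1 h, RT / Buffer or medium: PBS plus Tween 20 (0.05%) and BSA (0.1%)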
MOR-DOR ag – agonists of OPRM1-OPRD1 heterodimerization, primary screen, cell-based, luminescence; cells; activation, % at 9.3 µM; 340,000 tested, 0.3% active; AID 504326, 2011; in the data active = activation above about 18%;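 note: 0% = vehicle-treated cells and 100% = reference agonist; values of inactives mirror those of a sister screen read the other way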
V-ATPase pH – regulators of yeast V-ATPase proton pumping, primary screen, pHLuorin cytosolic pH fluorescence; response, % at 10 µM; S. cerevisiae; 350,000 tested, 0.37% active; in the data active = response mostly above about 7.3%, no sharp cut-off; inactive = mostly below about 5.4%; note: actives read high; inactives centre near 0; some compounds called inactive have numbers as strong as hits; reference of the scale not given here
cardiac RTF act – cardiac RTF calcium sensitivity activators, primary screen, biochemical, IANBD-TnC fluorescence, EC20 calcium; 340,000 tested, 0.24% active; IANBD-labeled TnC RTF fluorescence at EC20 calcium; 0% EC20 calcium, 100% full calcium; Troponin I, cardiac muscle (Homo sapiens) + Troponin T, cardiac muscle (Homo sapiens) + …; activation, % at 7.2 µM;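 active = activation above the mean over all tested compounds plus 3 SD, cut at about 30% in these data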;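 note: rise in fluorescence read as greater calcium sensitivity of cardiac thin filaments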
Cardiac RTF inh – cardiac RTF calcium sensitivity inhibitors, primary screen, biochemical, IANBD-TnC fluorescence, EC70 calcium. Troponin I, cardiac muscle (Homo sapiens) + Troponin T, cardiac muscle (Homo sapiens) + …. IANBD-labeled cardiac RTF, Ca2+ fluorescence. inhibition, % at 7.15 µM. 340,000 tested, 0.12% active. AID 493244, 2011;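 active = inhibition above the mean inhibition of all tested compounds plus 3 SD, cut at about 17% in these data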;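 note: assay run at fixed EC70 calcium of 1.6 mM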
Pemphigus Ab inh – inhibitors of pemphigus antibody binding to DSG3, primary screen, biochemical, bead-based, flow cytometry, scFv-GFP; AID 588358, 2011; Desmoglein-3 (Homo sapiens), P32926; DSG3-coupled beads, scFv-anti-DSG3-GFP binding; hits give low values; binding (percent of control), % at 10 µM; 310,000 tested, 0.48% active;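 active = binding more than 3 SD below its plate's average and above zero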;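 note: hits lower antibody fragment binding to DSG3; some compounds called inactive have numbers as strong as hits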
Target sequence (P32926 whole entry, looked up, the tested form may be a part): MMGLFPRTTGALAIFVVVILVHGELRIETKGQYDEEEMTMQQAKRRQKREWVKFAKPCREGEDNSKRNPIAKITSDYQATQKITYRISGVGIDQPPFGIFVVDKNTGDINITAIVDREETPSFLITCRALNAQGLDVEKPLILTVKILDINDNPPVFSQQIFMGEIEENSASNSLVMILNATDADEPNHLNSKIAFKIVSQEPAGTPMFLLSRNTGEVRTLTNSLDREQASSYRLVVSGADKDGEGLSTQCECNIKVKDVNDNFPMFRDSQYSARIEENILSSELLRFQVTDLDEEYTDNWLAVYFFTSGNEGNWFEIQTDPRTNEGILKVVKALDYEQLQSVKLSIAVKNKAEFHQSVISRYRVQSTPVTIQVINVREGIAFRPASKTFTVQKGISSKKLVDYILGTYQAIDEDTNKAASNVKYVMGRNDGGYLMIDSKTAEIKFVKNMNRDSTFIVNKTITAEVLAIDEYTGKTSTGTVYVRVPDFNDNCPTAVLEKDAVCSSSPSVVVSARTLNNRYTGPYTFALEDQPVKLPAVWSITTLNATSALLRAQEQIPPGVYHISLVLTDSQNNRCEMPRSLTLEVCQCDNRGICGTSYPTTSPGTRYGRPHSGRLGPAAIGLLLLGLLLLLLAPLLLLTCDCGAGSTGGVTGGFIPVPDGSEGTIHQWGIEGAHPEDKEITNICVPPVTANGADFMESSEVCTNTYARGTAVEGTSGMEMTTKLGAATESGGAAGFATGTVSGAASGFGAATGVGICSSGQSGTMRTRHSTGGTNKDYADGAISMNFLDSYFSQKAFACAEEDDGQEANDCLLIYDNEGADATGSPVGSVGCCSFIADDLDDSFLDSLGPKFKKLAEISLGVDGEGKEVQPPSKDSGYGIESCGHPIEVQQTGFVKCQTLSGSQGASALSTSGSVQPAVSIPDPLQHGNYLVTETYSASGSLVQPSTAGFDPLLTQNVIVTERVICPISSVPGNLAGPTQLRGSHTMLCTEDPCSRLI
Numbers without * were called inactive; . = no result given. Compounds were not picked by outcome; 3.1% or so of the library scored in one or more.

Cardiac RTF inh	Wnt bcat act	LANA DNA inh	MOR-DOR ag	Keap1-Nrf2 PPI	V-ATPase pH	Pemphigus Ab inh	cardiac RTF act	MOR-DOR inv ag	Arr AP2 block	canonical_smiles
2	-3	-0.8	-2.9	-5	2	99	-2	15	8	O=C(NCc1ccncc1)C(=O)NCC(c1ccco1)N1CCN(c2ccccc2)CC1 (stereo not drawn)
12	0	0.2	-2.9	-1	-1	103	1	14	-13	O=C1CSc2ccc(C(=O)O)cc2N1
-10	1	1.2	2.4	-6	4	111	-3	-11	21	CCOC(=O)CN1CCC(c2cc(-c3ccc(Cl)cc3)n[nH]2)CC1
-5	.	-2.2	.	0	-4	101	2	.	-3	Cn1c(=O)c2c(ncn2CC(=O)N/N=C/C(Cl)=C/c2ccccc2)n(C)c1=O
0	1	-0.3	5.0	-3	-5	92	-6	-25	1	COc1ccc(-c2nc3c(c(SCC(=O)Nc4cccc(O)c4)n2)Cc2c(CO)cnc(C)c2O3)cc1
-5	.	2.1	-0.8	-7	2	109	-1	4	3	CCOC(=O)c1sc(N)c(C#N)c1CSc1nc2ccc(C)cc2[nH]1
11	-1	0.2	-1.6	-11	-1	85	-3	10	3	COc1ccc(OC)c(-n2nnnc2SCC(=O)Nc2ccccc2N2CCOCC2)c1
-2	-2	-1.1	0.8	1	1	99	0	-5	7	COc1ccc(C/C(N)=N/n2cnnc2)cc1
-13	0	-1.0	0.7	-2	-5	.	-1	-3	-24	CC(=O)c1ccc(S(=O)(=O)N2CCN(c3ccccc3F)CC2)cc1
-11	0	0.1	0.1	-9	4	.	13	-1	-5	O=C(C1=NN[C@@H]2C(=O)N(c3cccc(C(F)(F)F)c3)C(=O)[C@H]12)c1cnccn1
1	-5	-0.1	-0.3	-2	-2	101	0	2	-8	CC1CN(CCC(=O)Nc2ccc3c(c2)CCC3)CC(C)O1 (stereo not drawn)
-8	0	-0.2	-4.0	-6	4	96	-3	18	10	O=C(O)COc1ccc(/C=N/NC(=O)C(O)(c2ccccc2)c2ccccc2)cc1
1	-4	-1.2	0.4	-4	0	71	-4	-2	-4	O=C(NCc1ccc2c(c1)OCO2)c1cc(-c2ccccc2Cl)on1
-4	-1	1.8	-0.1	-3	-1	102	6	0	-1	CC1(C)CC(=O)C2=C(C1)OC(N)=C(C#N)C2c1ccoc1 (stereo not drawn)
-1	-2	-2.3	-3.3	-4	4	115	-3	16	18	CCn1cc(C(=O)N2CC(C)CC(C)C2)c(=O)c2cc(S(=O)(=O)N(C)C)ccc21 (stereo not drawn)
-4	0	-0.1	-0.4	2	3	99	-2	2	.	COc1ccc(NC(=O)Nc2cccc3c2O[C@H](CN(C)C(=O)Nc2ccc(OC)cc2)[C@@H](C)CN([C@H](C)CO)C3=O)cc1
-3	-1	1.3	0.3	-4	1	99	3	-2	-7	CCOC(=O)C1(CCCc2ccccc2)CCN(C(=O)c2ocnc2C)CC1
-1	.	-0.2	-0.4	-5	-4	104	2	2	2	C=CCn1c(=S)[nH]c2ccccc2c1=O
2	2	2.7	-0.5	1	0	145	2	2	-2	CCOc1ccc(N2C(=O)CC(C(C)c3ccccc3)C2=O)cc1 (stereo not drawn)
-2	-5	-0.9	0.1	-3	-1	103	-1	-1	-1	Cc1nn(CC(=O)Nc2sc3c(c2C#N)CCC(C(C)(C)C)C3)c(C)c1[N+](=O)[O-] (stereo not drawn)

Two neighbouring records already listed, for reference:
Cardiac RTF inh	Wnt bcat act	LANA DNA inh	MOR-DOR ag	Keap1-Nrf2 PPI	V-ATPase pH	Pemphigus Ab inh	cardiac RTF act	MOR-DOR inv ag	Arr AP2 block	canonical_smiles
1	-4	-1.2	0.4	-4	0	71	-4	-2	-4	O=C(NCc1ccc2c(c1)OCO2)c1cc(-c2ccccc2Cl)on1
-4	-1	1.8	-0.1	-3	-1	102	6	0	-1	CC1(C)CC(=O)C2=C(C1)OC(N)=C(C#N)C2c1ccoc1 (stereo not drawn)

(listing goes on)
Cardiac RTF inh	Wnt bcat act	LANA DNA inh	MOR-DOR ag	Keap1-Nrf2 PPI	V-ATPase pH	Pemphigus Ab inh	cardiac RTF act	MOR-DOR inv ag	Arr AP2 block	canonical_smiles
-26	-2	0.1	-2.5	-2	-2	98	0	13	-3	Cc1ccc(NC(=O)COC(=O)C2CC2)c(Br)c1
-3	-2	1.4	-3.6	-4	4	102	2	19	5	COc1cc2c(cc1OC)C(C(=O)NC1CC1)C1c3ccccc3CCN1C2=O (stereo not drawn)
-4	-1	-0.7	-2.8	-3	-2	106	-1	15	19	COc1ccc(NC(=O)CN2CCN(C(=O)C3CCCO3)CC2)c(OC)c1 (stereo not drawn)
-4	-6	1.2	3.0	2	-1	103	-4	-16	3	CC(C)Oc1cccc(-c2cc(C(=O)N3CCN(c4ncccn4)CC3)c3ccccc3n2)c1
-4	-5	1.1	-1.1	-2	3	105	-2	5	9	O=C(O)CC1C(=O)NCCN1Cc1cccs1 (stereo not drawn)
-5	.	1.3	1.7	-3	3	102	1	-9	12	N#C/C(=C\C=C\c1ccccc1[N+](=O)[O-])C(=O)NC1CCCCC1
-5	-1	-0.2	-2.3	-1	-2	99	-6	11	0	CC(CN1CCCCC1)OC(=O)c1ccccc1F (stereo not drawn)
-6	.	-0.9	-0.7	-4	5	96	-7	3	32	CCN1C[C@@H]2[C@@H]3C(=O)N(Cc4ccccc4)C(=O)[C@@H]3[C@](C)(C(=O)OC)N2C1=NC
-2	-2	0.1	3.3	1	3	.	2	-16	5	COC(=O)c1sc(SC)c2c1CC(C)(C)C/C2=N/O
-1	1	-1.7	-3.8	0	0	.	-7	20	7	COc1ccccc1CCC(=O)N(C)CC(=O)Nc1ccc(F)cc1
-5	.	8.5	-2.5	-4	-5	99	2	13	-12	COc1ccc(Br)cc1CN1CCCC(C(=O)N2CCCCCC2)C1 (stereo not drawn)
4	-1	-0.5	-0.6	-3	-1	95	-2	2	30	O=C(CCN1C(=O)C2CC=CCC2C1=O)Nc1nc(-c2ccc(F)c(F)c2)cs1 (stereo not drawn)
-2	22	0.0	-0.8	1	4	.	1	4	19	COc1ccc(/C=C/C(=O)NC(=S)N2CCN(c3ccccc3OC)CC2)cc1
-4	.	-0.4	19*	-5	5	110	-2	-78	0	O=S(=O)(NCCSc1nnc(-c2ccco2)n1-c1ccccc1)c1ccccc1
-5	-3	-0.1	3.4	-2	-3	29*	-10	-18	6	CC(=O)Nc1ccc(C(=O)OCC(=O)c2ccc(S(=O)(=O)N3CCCCC3)cc2)cc1
-10	-2	-0.1	-1.6	-5	-1	115	5	8	-1	O=C(Cn1c(=O)c2cccn2c2cccnc21)NCCCN1CCN(c2ccc(F)cc2)CC1
-9	5	-0.2	3.2	-1	2	102	4	-17	-2	CC(C)OC(=O)C1Cc2ccccc2CN1S(=O)(=O)c1cccs1 (stereo not drawn)
-10	-5	2.8	2.4	-4	9	72*	-1	-11	6	COc1ccc(C2(SCC(N)C(=O)O)c3ccccc3-c3ccccc32)cc1 (stereo not drawn)
9	-3	1.1	-1.9	-7	2	.	0	11	4	Cc1cc(NC(=O)COC(=O)C2CCN(S(=O)(=O)c3c(Cl)cccc3Cl)CC2)no1
-4	0	-0.8	-2.8	2	0	100	5	15	22	O=S(=O)(Nc1cccc(Cl)c1)c1ccc2oc(=S)[nH]c2c1
3	-2	0.8	-2.1	4	-1	98	-2	11	32	CS(=O)(=O)N1CCN(c2ccc([N+](=O)[O-])cc2F)CC1
2	.	-0.6	-2.1	1	1	.	-7	13	0	Cc1ccc(CNC(=O)CCNS(=O)(=O)c2ccc(C)cc2)cc1
-3	-1	-0.4	4.9	0	0	104	-2	-29	4	O=[N+]([O-])c1cc(C(F)(F)F)ccc1Sc1ccc2ccccc2n1
-6	-6	-0.1	2.7	4	1	111	0	-14	-22	Cc1onc(-c2ccccc2)c1-c1nnc(-c2ccccc2C(F)(F)F)o1
5	4	0.6	0.4	5	0	102	0	-2	-2	O=C1C=C(NC(=O)Nc2ccc(Cl)c(Cl)c2)CCC1
-3	-2	6.1	-0.1	-1	2	102	7	1	18	COCCNC(=O)Cn1cnc([N+](=O)[O-])n1
-11	.	-2.5	1.3	-15	3	.	-3	-7	-1	Cc1cc(SCC(=O)N(C)CC(=O)Nc2ccc(F)cc2)nc2ccccc12
-17	-1	0.8	1.8	2	-5	.	-4	-12	42	CCOCCCNC(=O)C1CCCN(S(=O)(=O)c2ccc(-n3cnnn3)cc2)C1 (stereo not drawn)
-9	.	3.5	-1.0	-1	2	102	-1	5	4	O=C(c1ccc2c(c1)OCO2)N1CCCc2ccccc21
0	-2	-0.8	-1.6	-5	-1	.	-3	7	1	Clc1ccc(-n2ncc3c(NCCN4CCOCC4)ncnc32)cc1
-14	3	0.0	-1.8	-2	-1	.	-5	11	4	CCCS(=O)(=O)N1CCN(C(=O)c2cccnc2)CC1
-6	.	-1.7	-0.9	-5	1	97	6	5	9	CCN(C(=O)CSc1nnc(NC2CCCCC2)s1)C1CCS(=O)(=O)C1 (stereo not drawn)
-9	-2	-2.3	0.3	-4	1	98	2	-1	26	CCN(C(=O)COC(=O)Cn1c(C)csc1=O)c1c(N)n(Cc2ccccc2)c(=O)[nH]c1=O
0	-12	-2.2	-1.0	-7	-2	108	-5	6	18	COCCCN1C(=O)c2[nH]nc(-c3ccccc3O)c2C1c1cccc(Cl)c1 (stereo not drawn)
10	-1	-3.5	-2.9	0	2	99	-1	13	0	CC1CC(C)CN(C(=O)c2ccc(C#N)cc2)C1 (stereo not drawn)
6	0	0.0	1.5	4	8.7*	109	-11	-8	13	Cc1cc(S(=O)(=O)c2ccc([N+](=O)[O-])cn2)ccc1Br
-6	.	1.5	-0.3	-3	-2	88	-1	2	-4	Cc1ccc(NC(=O)Cc2ccc(F)cc2)cc1
-5	-1	0.2	-1.3	0	0	97	5	7	-15	COc1ccc(N2CCN(C(=O)c3cn(C)c4ccc(S(=O)(=O)N5CCOCC5)cc4c3=O)CC2)cc1
-6	-1	0.9	-1.0	-4	4	105	5	6	-2	COC(=O)CSc1nc2ccccc2nc1SCC(=O)OC
3	.	0.9	.	1	1	99	-5	.	4	COC(=O)CSc1nc2ccccc2n1CC(=O)N(C(C)C)C(C)C
-6	.	-0.2	-0.7	-1	3	99	0	4	-5	COc1cc(C2C(C#N)=C(C)NC3=C2C(=O)CC(C)(C)C3)ccc1O (stereo not drawn)
-5	-2	1.0	-3.7	2	2	.	-3	17	-1	COc1ccc(CNC(=O)C2CC=CCC2C(=O)O)cc1OC (stereo not drawn)
